Compound activity (PubChem BioAssay)
EBV LMP1 NFkB: EBV LMP1-driven NF-kappaB luciferase reporter inhibitors, primary screen, cell-based, luminescence, single point | inhibition, % at 12.5 µM | 0.69% of 350,000 active | LMP1-induced NF-kappaB luciferase reporter cells; in the data active means inhibition above about 41%;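 further: 0% = neutral control wells and 100% = reference inhibitor control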
C8 TRAIL sens: viability loss with TRAIL in NB7+C8 cells, primary screen, TRAIL sensitizer project, cell-based, ATPlite luminescence; inhibition (viability loss, TRAIL sensitization), % at 10 µM; 1% of 360,000 active;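 active means compounds causing at least 50% loss of cell viability in the single-dose screen, relative to plate controls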
SRC3 inh: SRC3 coactivator transcriptional activity inhibitors, primary screen, cell-based, luminescence; Nuclear receptor coactivator 3 (Homo sapiens), Q9Y6Q9; HEK293 GAL4-SRC3 luciferase reporter; inhibition, % at 3.6 µM; 0.17% of 360,000 active; AID 588352, 2011;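 active means inhibition above a per-campaign cutoff, the mean of all compounds plus 3 SD, cut at about 60% in these data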;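 further: 0% = DMSO-treated cells and 100% = gossypol-treated cells at 36 µM; higher means less SRC3-driven luciferase light from the GAL4 reporter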
NR5A2 inv ag: LRH-1 (NR5A2) inverse agonists, primary screen, cell-based, luminescence, HEK293T, StAR-luciferase reporter | Nuclear receptor subfamily 5 group A member 2 (Homo sapiens), O00482 | LRH-1 transfected, 24 h | inhibition, % at 3.6 µM | 0.13% of 360,000 active | AID 602396, 2012;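 active means inhibition above the mean inhibition of all tested compounds plus 3 SD, cut at about 73% in these data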;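 further: 0% = DMSO wells and 100% = reporter-only cells lacking LRH-1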
Target sequence (O00482 whole entry, looked up): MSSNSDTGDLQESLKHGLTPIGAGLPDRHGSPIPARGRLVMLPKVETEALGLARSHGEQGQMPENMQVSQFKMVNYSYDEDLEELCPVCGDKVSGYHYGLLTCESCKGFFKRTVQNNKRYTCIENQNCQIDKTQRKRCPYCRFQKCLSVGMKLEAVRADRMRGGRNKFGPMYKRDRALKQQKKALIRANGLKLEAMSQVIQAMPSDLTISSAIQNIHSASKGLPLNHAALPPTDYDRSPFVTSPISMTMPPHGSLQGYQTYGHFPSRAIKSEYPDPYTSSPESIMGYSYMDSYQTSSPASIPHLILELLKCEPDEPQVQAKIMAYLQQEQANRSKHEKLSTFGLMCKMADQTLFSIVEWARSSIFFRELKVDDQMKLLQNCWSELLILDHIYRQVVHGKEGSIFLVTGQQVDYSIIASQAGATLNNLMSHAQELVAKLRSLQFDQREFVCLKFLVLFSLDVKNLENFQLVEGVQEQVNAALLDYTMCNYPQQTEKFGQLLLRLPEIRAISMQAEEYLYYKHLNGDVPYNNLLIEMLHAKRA
TROY signal inh: inhibitors of TROY-driven NF-kB signaling, primary screen, Q293 LMP1-TROYcd cells, NF-kB luciferase, uHTS | Q293 LMP1-TROYcd NF-kB luciferase reporter, 4 h | inhibition, % at 10 µM | 0.98% of 360,000 active;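 active means compounds whose plate-normalised and pattern-corrected inhibition of the luciferase reporter signal at the single screening dose is 50% or more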
Shn3 3UTR inh: reduction of Shn3 3'UTR firefly luciferase signal, primary screen, Schnurri-3 inhibitor project, cell-based, Clone20 osteoblasts, set 2; AID 588674, 2011; 0.52% of 360,000 active; Clone20 osteoblast Shn3 3'UTR firefly luciferase, 24 h; inhibition, % at 12.5 µM;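 active means mean inhibition of at least 75% with every replicate also reaching 75%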;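 further: 0% = median of neutral control wells and 100% = pilot-screen positive control compound; some compounds past the cut are filed as inactive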
COUP-TFII inh: NR2F2 transcriptional activity inhibitors, primary screen, cell-based, luciferase reporter, HEK293T, luminescence | HEK293T NGFI-A luciferase reporter | inhibition, % at 8.6 µM | COUP transcription factor 2 (Homo sapiens), P24468 | 0.7% of 370,000 active;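 active means inhibition above a per-plate cutoff, mean inhibition of test wells between control levels plus 3 SD, cut at about 38% in these data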;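 further: cells cotransfected with COUP-TFII expression vector driving the NGFI-A reporter; 0% = median of COUP-TF2 test wells and 100% = reporter-only cells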
Target sequence (P24468 whole entry, looked up): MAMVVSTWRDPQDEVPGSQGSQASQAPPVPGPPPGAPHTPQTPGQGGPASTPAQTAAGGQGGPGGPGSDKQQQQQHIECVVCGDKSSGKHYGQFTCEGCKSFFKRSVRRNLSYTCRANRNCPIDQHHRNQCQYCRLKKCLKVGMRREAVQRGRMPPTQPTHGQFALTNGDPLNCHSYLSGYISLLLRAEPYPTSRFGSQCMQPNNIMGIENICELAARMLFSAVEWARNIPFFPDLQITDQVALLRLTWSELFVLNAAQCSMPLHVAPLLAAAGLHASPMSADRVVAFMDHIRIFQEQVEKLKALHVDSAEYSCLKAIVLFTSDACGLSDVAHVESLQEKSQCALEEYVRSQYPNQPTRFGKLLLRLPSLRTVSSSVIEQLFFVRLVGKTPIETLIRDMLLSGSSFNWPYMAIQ
KKLEB cytotox: cytotoxicity in KKLEB CF airway cells, primary screen, cytotoxicity control for CF NF-kB inhibitor project, cell-based, uHTS, fluorescence assay plates | 0.36% of 360,000 active | activity change (cytotoxicity), % at 5 µM | AID 602141, 2011 | KKLEB CF airway cells viability, ATPlite luminescence, overnight; active compounds read low; cells stimulated with P. aeruginosa culture filtrate;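 active means corrected activity change at or below -50% at 5 µM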
CF NFkB inh: inhibitors of PAF-induced NF-kB signaling, primary screen, cell-based, GFP fluorescence, uHTS. 0.86% of 360,000 active. inhibition, % at 5 µM. KKLEB NF-kB-GFP reporter, GFP fluorescence overnight;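 active means at least 50% inhibition at 5 µM, scaled per plate between neutral and stimulator controls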;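 further: PAF is a Pseudomonas aeruginosa culture filtrate used as stimulus; plate controls were PAF-stimulated DMSO wells for no effect and unstimulated DMSO wells for full effect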
NCOA1 inh: SRC1 coactivator transcriptional activity inhibitors, primary screen, cell-based, luminescence. inhibition, % at 3.6 µM. 0.12% of 360,000 active. HEK293 GAL4-SRC1 luciferase reporter. Nuclear receptor coactivator 1 (Homo sapiens), Q15788;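 active means inhibition above the campaign mean plus 3 SD, with each screening campaign given its own cutoff, cut at about 60% in these data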;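 further: 0% = DMSO treated cells and 100% = gossypol at 36 µM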
TWEAK-Fn14 inh: inhibitors of TWEAK-Fn14 signaling, primary screen, luciferase reporter cells, uHTS. 2% of 360,000 active. inhibition, % at 10 µM. TWEAK-stimulated Fn14 reporter cells, luciferase luminescence, 8 h. AID 1159606, 2016; in the data active means inhibition above about 50%
Starred values were filed as active, the others as inactive; nt = not tested or not shown.

SMILES	EBV LMP1 NFkB	C8 TRAIL sens	SRC3 inh	NR5A2 inv ag	TROY signal inh	Shn3 3UTR inh	COUP-TFII inh	KKLEB cytotox	CF NFkB inh	NCOA1 inh	TWEAK-Fn14 inh
Cc1ccc(-n2ncc3c2CC(C)(C)CC3NC(=O)CCCN2CCCCC2=O)cc1 (stereo unspecified)	-2.7	-9.2	9.9	8.8	0.4	-21.7	-1.0	-9.6	9.2	-11.9	-2.3
NC(=O)c1cc2cc(Cc3ccccc3Cl)ccc2oc1=O	-2.0	-11.4	15.9	-6.8	-26.4	7.7	-4.9	-1.3	35.9	-8.2	18.3
Cc1cccc(NC(=O)CSc2nnc(-c3ccco3)c(-c3ccco3)n2)c1C	-3.5	8.9	-6.9	38.2	-6.1	0.6	nt	-1.0	11.9	2.6	12.5
Cc1cc(=O)[nH]c(-c2cccnc2)n1	-2.9	-5.5	6.4	1.3	-4.6	5.1	-23.1	-1.1	13.5	6.3	8.5
N#Cc1cccc(S(=O)(=O)NCCOc2ccccc2F)c1	21.9	-3.8	-6.2	-3.6	9.1	5.2	3.1	-3.7	7.7	-5.2	16.0
CC1CCN(c2ccc3c(c2)S(=O)(=O)c2cc(C(=O)O)ccc2C3=O)CC1	-11.1	24.4	-56.6	-66.4	-46.1	-81.5	18.0	6.9	-9.9	-48.9	9.6
C=CCOC(=O)C1=C(C)NC(SCC(=O)OCC)=C(C#N)C1c1ccc(C)cc1 (stereo unspecified)	-16.0	-0.2	-12.4	-7.7	-5.1	-7.2	1.0	-13.9	2.7	9.9	-11.3
O=C(COC(=O)CN1C(=O)NC2(CCCC2)C1=O)NCc1ccc(Cl)cc1Cl	-9.1	3.0	1.1	-17.7	-6.6	-2.1	6.2	7.0	-28.7	-3.6	-12.5
Cc1ccc(S(=O)(=O)c2nc(-c3ccco3)oc2NCC2CCCO2)cc1 (stereo unspecified)	-15.9	-6.4	9.2	2.3	7.8	-9.4	0.4	-3.9	-5.6	-2.1	-2.4
CCN(C(=O)c1ccc(Cl)c(S(=O)(=O)Nc2c(C)n(C)n(-c3ccccc3)c2=O)c1)c1ccccc1	-2.3	-19.8	1.1	-4.9	-1.4	6.3	3.3	6.8	-5.0	-16.9	6.0
CCc1nc2ccc(C(=O)NCCCn3ccnc3)cn2c1N(C)C(=O)COc1ccccc1	nt	-29.9	10.4	6.2	-0.3	9.0	-20.1	8.1	-22.9	0.5	8.3
Cc1cc(Cl)ccc1OCCCC(=O)NC1CCN(C)CC1	7.7	-3.3	-11.7	-10.8	-25.1	2.9	nt	-19.0	7.2	-0.7	-12.1
COc1ccc(N2CCN(C(=O)CS(=O)Cc3nc(-c4ccc(OC)c(OC)c4)oc3C)CC2)cc1 (stereo unspecified)	4.8	-35.0	6.8	3.6	-4.3	-22.7	-9.0	5.7	-11.9	-12.2	-19.2
COc1ccc(/C=N/NC(=O)c2c(-c3ccccc3)noc2C)cc1[N+](=O)[O-]	13.5	12.1	10.9	22.2	30.4	13.6	-0.4	6.6	-9.2	-1.1	3.9
CCCCOc1ccc(CSCCNC(=S)Nc2ccccc2)cc1	2.5	-1.5	13.7	16.4	4.5	63.0	17.6	-24.5	3.4	-53.5	39.3
c1ccc(COc2ccc(CNn3cnnc3)cc2)cc1	-4.4	5.9	3.3	-6.5	-24.0	-2.7	-5.2	16.4	-7.6	-6.6	-26.4
O=C(NCCOc1ccccc1)c1cc([N+](=O)[O-])ccc1N1CCOCC1	12.6	13.8	14.5	20.2	28.3	-5.2	-4.3	-6.6	2.0	-5.5	11.2
CCC(=O)Nc1nnc(SCc2ccccc2F)s1	-0.9	-1.8	11.5	8.9	10.4	-8.6	-3.6	-6.1	-8.0	2.0	-1.3
O=C(O)CCc1ccc(-c2ccccc2)n1Cc1ccco1	1.5	-10.4	27.1	13.4	-11.1	-21.2	22.4	-1.4	-0.7	5.2	-12.4
CN(CCc1ccccn1)C(=O)c1ccc(OC(F)(F)F)cc1	-8.3	-4.5	8.8	-1.0	-10.8	-21.6	7.9	-11.5	-20.3	-24.5	-1.1
CCOC(=O)CC(NCc1ccc(OC)c(OCC)c1)c1ccc(C)cc1 (stereo unspecified)	-4.4	8.9	-7.8	-3.2	-1.7	-4.8	0.8	12.8	2.2	-7.9	1.8
CCc1nc2ccc(C(=O)NCCCN3CCCC3=O)cn2c1N(CC)C(C)=O	nt	8.9	8.2	-4.0	-5.7	-1.1	7.3	-11.1	-4.9	13.2	-11.8
CCOc1nc2cnccc2n(CC(=O)Nc2ccc(C)c(C)c2)c1=O	-0.3	0.9	-29.1	-7.4	14.5	3.8	11.0	9.1	-2.4	-23.9	-11.3
O=C(O)C1C(c2ccccc2)C(C(=O)Oc2ccccc2)C1c1ccccc1 (stereo unspecified)	-8.1	7.1	-9.4	8.8	15.5	-17.0	3.1	-14.6	-4.9	-5.8	-12.9
O=C(NNc1ccccc1[N+](=O)[O-])Nc1ccc(F)cc1	-3.7	1.4	8.3	-6.7	-12.4	0.6	-13.7	-7.7	-8.4	5.3	4.3
C[C@H](NC(=O)c1ccccc1)C(=O)OCC(=O)Nc1sccc1C(N)=O	0.5	9.2	-20.3	2.2	9.4	-3.1	0.0	-9.6	2.2	-10.0	-17.1
CCOc1ccc(N(C(=O)CNC(=O)c2cccs2)C(C(=O)NCC2CCCO2)c2ccc(OC)c(OC)c2)cc1 (stereo unspecified)	-9.8	-7.5	9.6	4.7	4.6	-24.4	-11.8	-8.5	1.5	-1.2	-6.7
COC(=O)c1nc(NC(=O)c2ccccc2)n[nH]1	-4.8	-4.1	12.6	5.8	3.5	15.2	9.8	6.1	-18.9	14.4	9.4
N#Cc1ccc(CN2CCN(C(=O)C3CC(=O)N(c4ccc5c(c4)OCCO5)C3)CC2)cc1 (stereo unspecified)	-2.6	-2.5	-4.8	-0.4	-8.9	-32.0	16.3	-2.6	12.8	5.3	-7.3
O=C(COc1cccc(NC(=O)c2ccco2)c1)c1ccc(F)cc1	-13.5	-1.9	-24.0	-38.9	-6.2	-5.2	18.5	-5.5	1.2	1.1	-8.7
Cc1cc2cc(CNC(=O)c3ccc(S(=O)(=O)N(C)C)cc3)ccc2n1C	-1.9	-2.7	5.4	-34.0	-8.6	-18.7	5.2	13.1	20.8	0.0	0.6
C/C(=N\NC(=O)c1ccccc1F)c1cccc(NC(=O)c2ccc(C)cc2)c1	-10.5	59.3*	-48.1	-124.3	-43.3	-62.6	-61.1	-9.8	13.2	-49.1	-14.5
CC1CCCC(NC(=O)COC(=O)c2ccc(N(C)C)cc2)C1C (stereo unspecified)	-3.4	-14.2	4.2	17.7	-7.5	4.0	-1.6	-14.9	10.5	-16.5	-38.9
O=C(O)CC(Cc1ccc(Cl)cc1)C(=O)Nc1cc(Cl)ccc1Cl (stereo unspecified)	4.1	-19.6	-22.0	-3.0	-11.3	5.0	11.9	-1.3	-14.9	-0.3	14.9
C[C@H](CO)N1C[C@H](C)[C@H](CN(C)C(=O)c2ccccn2)Oc2cc(C#Cc3ccc(F)cc3)ccc2S1(=O)=O	3.4	-6.1	-19.5	3.7	4.3	-1.2	-2.7	6.6	-13.7	0.4	11.2
CC(=O)Nc1ccc(C(=O)OCc2ccc(Cl)c(Cl)c2)cc1	-24.1	-6.4	6.3	17.9	86.3*	-49.9	2.2	1.0	-13.8	3.0	93.9*
CCN(CC)C(=O)C1CCCN(C(=O)c2cc(COc3cccc(OC)c3)on2)C1 (stereo unspecified)	-2.2	-27.0	-3.1	-5.6	-11.4	-14.2	0.6	21.2	-22.9	-21.3	-3.6
O=c1cc(C(O)C[N+](=O)[O-])occ1OCc1ccccc1 (stereo unspecified)	nt	-16.1	2.9	10.5	13.3	-0.7	-2.7	-9.0	10.8	-1.5	-0.6
CCc1nnc(NC(=O)CSc2nnc3c(C)cc4c(C)ccc(C)c4n23)s1	-10.3	-12.8	1.5	31.8	15.8	-4.4	-1.5	-17.6	30.3	6.7	12.5
NC(=O)C1(N2CCCCC2)CCN(Cc2ccccc2Cl)CC1	-1.6	-4.1	-8.6	15.9	6.0	8.7	-3.5	-15.1	11.9	-2.0	-18.3
O=C(O)c1cc(S(=O)(=O)N2CCCCC2)sc1Cl	-2.1	1.2	2.6	-5.9	2.3	-5.1	-11.1	-2.3	17.9	6.2	-8.0
COc1ccc(OC)c(S(=O)(=O)NC2CCN(Cc3ccccc3)CC2)c1	-3.9	11.4	5.9	14.6	5.9	0.2	0.8	5.2	-6.7	-3.8	4.8
OC(CN1C2=NCCCN2c2ccccc21)c1ccc(Cl)cc1 (stereo unspecified)	9.9	-20.1	7.8	-6.7	-8.7	-16.2	3.9	-3.4	-2.6	1.5	-16.6
Cc1cccc(OCCN2C(=O)c3ccccc3C2=O)c1	-7.2	2.4	-50.8	-52.1	-57.4	-60.1	-40.0	3.0	-12.0	-44.3	-15.3
COc1cccc(CN2CCC2(C)C(=O)Nc2cccc3cccnc23)c1OC (stereo unspecified)	nt	0.9	-9.7	-4.1	8.0	17.1	16.5	11.9	-1.6	-0.1	-9.1
COc1cc2c(cc1NC(=O)C(Cl)Cl)-c1ccc(NC(=O)C(Cl)Cl)cc1C2	8.2	12.5	-6.6	33.3	-35.5	6.7	-65.3	-14.2	-10.2	-64.5	81.1*
Cc1ccc2c(c1)C(c1ccc(N3CCOCC3)cc1)=NNC(c1cccs1)=N2	-2.6	12.2	9.4	-47.7	-52.1	15.1	-12.7	-9.4	1.7	-8.0	-21.0
Cc1cc(C)nc(SCC(=O)Nc2ccc(S(=O)(=O)Nc3cc(C)on3)cc2)n1	9.2	2.2	-5.5	6.8	4.8	-1.8	-18.4	2.6	-14.9	1.7	1.7
O=C(Nc1nnc(C2CC2)s1)c1cccc(S(=O)(=O)N2CCc3ccccc32)c1	-9.9	3.2	-2.2	8.9	-27.7	nt	7.4	-6.2	4.1	-6.7	-6.1
CC(C)Oc1cccc(C(=O)NC(=S)Nc2ccc3c4c(cccc24)CC3)c1	6.1	-20.7	0.0	-17.9	0.1	3.8	19.1	-21.3	-2.5	1.2	20.0
C(=C\c1ccccn1)/c1ccccn1	-13.6	-0.4	-65.8	-43.6	-65.4	-42.2	-43.4	7.9	-6.5	-57.2	-0.2
COCCn1c(-c2ccc(C)cc2)nc2c(c(=O)c3ccccc3n2C)c1=O	-3.2	-12.5	-4.3	10.2	4.2	-13.5	6.0	4.3	21.2	10.0	-3.8

These rows are one share of the data; rates above refer to the full screens.
